JMJD2E inh: qHTS Assay for Inhibitors of Human Jumonji Domain Containing 2E (JMJD2E). Lysine-specific demethylase 4E (Homo sapiens), B2RXH2. JMJD2E catalytic domain, FDH-coupled NADH fluorescence (FDH is formaldehyde dehydrogenase). Potency, µM (highest dose often 57.1 µM), for the others: at the top dose activity change, negative = inhibition, actives largely listed as inhibitors. 1.6% of 230,000 active. AID 2147, 2009; active = well fitted inhibition curve with a large enough effect, not every such curve was filed as active; inconclusive = small, poorly fitted or top-dose-only effect, or another doubt; inactive = no such curve, though single readings can be large or run the other way;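 note: 0% = wells with enzyme and -100% = buffer wells without enzyme; nearly all actives have a fitted effect of over 50% in size; many of its hits are not listed in these tables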
TexasRed fluor: Total Fluorescence Counterscreen for Inhibitors of the Interaction of Thyroid Hormone Receptor and Steroid Receptor Coregulator 2 | TRb/SRC2 Texas Red total fluorescence interference | Potency, µM (titrated, usually from 106 µM), for inactives: at the top dose fluorescence change, negative = quenching | 0.29% of 280,000 active | AID 1479, 2009; active = well fitted curve in either direction with a large enough effect; inconclusive = small, poorly fitted or top-dose-only effect; note: % is set by controls: 0 for no effect and ±100 for the full control effect
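Human TRβ ligand-binding domain (0.6 uM) and Texas Red SRC2 peptide (20 nM) in Tris buffer with 1 uM T3 and 5% DMSO were incubated with pinned compound for 5 hr at ambient temperature. Total fluorescence was computed as S + 2P (555/632 nm).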
GoLoco inh red: qHTS Assay for Inhibitors of RGS12 GoLoco Motif Activity (Red Fluorophore); Gai1:RGS12 GoLoco peptide FP, rhodamine, 10 min; 0.44% of 230,000 active; Guanine nucleotide-binding protein G(i) subunit alpha-1 (Homo sapiens), P63096; Potency, µM (series often up to 61.6 µM), inactives show at the top dose activity, negative = inhibition, actives largely listed as inhibitors; active = well fitted inhibition curve with a large enough effect, not every such curve was filed as active; inactive = no such curve, though single readings can be large or run the other way; note: % is set by controls: 0 for no effect and ±100 for the full control effect; nearly all actives have a fitted effect of over 30% in size; many of its hits are not listed in these tables
ALDH1A1 block: qHTS Assay for Inhibitors of Aldehyde Dehydrogenase 1 (ALDH1A1). Aldehyde dehydrogenase 1A1 (Homo sapiens), P00352. Purified ALDH1A1, NADH fluorescence, propionaldehyde substrate. Potency, µM (highest dose often 75.3 µM), inactives show at the highest dose activity, negative = inhibition, actives largely listed as inhibitors. 7.3% of 220,000 active. AID 1030, 2008; active = well fitted inhibition curve with a large enough effect, not every such curve was filed as active; inconclusive = small, poorly fitted or top-dose-only effect, or another doubt; inactive = no such curve, though single readings can be large or run the other way;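 note: plate controls were no enzyme wells and a reference inhibitor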
Target sequence (P00352 whole entry, looked up): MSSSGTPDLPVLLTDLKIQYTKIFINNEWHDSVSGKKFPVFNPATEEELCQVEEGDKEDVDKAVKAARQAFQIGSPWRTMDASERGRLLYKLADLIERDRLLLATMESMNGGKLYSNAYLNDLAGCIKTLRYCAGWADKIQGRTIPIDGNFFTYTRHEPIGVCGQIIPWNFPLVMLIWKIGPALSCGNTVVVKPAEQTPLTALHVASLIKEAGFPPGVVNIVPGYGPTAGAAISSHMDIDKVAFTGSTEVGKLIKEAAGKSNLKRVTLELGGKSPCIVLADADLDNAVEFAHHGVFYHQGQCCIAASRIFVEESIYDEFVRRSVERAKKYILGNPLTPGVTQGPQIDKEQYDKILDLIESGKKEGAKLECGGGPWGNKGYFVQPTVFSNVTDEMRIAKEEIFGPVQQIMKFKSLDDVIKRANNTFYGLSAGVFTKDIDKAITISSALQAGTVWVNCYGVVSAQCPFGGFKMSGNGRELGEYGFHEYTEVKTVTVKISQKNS
RECQ1 inh: qHTS Assay for Inhibitors of RecQ-Like Dna Helicase 1 (RECQ1). ATP-dependent DNA helicase Q1 (Homo sapiens), P46063. RECQ1 DNA unwinding, red fluorescence kinetic read. Potency, µM (highest dose often 57.3 µM), inactives show top-dose activity, negative = inhibition, hits mostly inhibitors. 0.54% of 240,000 active. AID 2549, 2010;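 note: plate controls were vehicle for no effect and no enzyme for full effect; nearly all actives have a fitted effect of over 30% in size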
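RECQ1T1 50 nM; forked duplex (20 bp + 30-nt ss tails) 200 nM, ATP 2 mM final; pH 8.0, 2 mM MgCl2, 2.5 ug/ml poly(dI-dC); 15 min compound preincubation; discontinuous kinetic read over 2 h at RT.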
Lamin A splicing: qHTS Assay for Modulators of Lamin A Splicing. HeLa LMNA splicing GFP/RFP minigene ratio, 48 h. Potency, µM (top dose mostly 46.1 µM), for inactives: at the highest dose ratio change, negative = inhibition, usual class: inhibitors. 0.01% of 200,000 active; active = well fitted inhibition curve with a large enough effect in the signal ratio, with a control signal flat, not every such curve was filed as active; inconclusive = small, poorly fitted or top-dose-only effect, or effect the other way, or a change in a side signal; the % refers to the signal ratio; note: % is set by controls: 0 for no effect and ±100 for the full control effect
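Read-out is the ratio of GFP to DsRed2 object intensity, acquired by 488 nm laser-scanning cytometry on HeLa lamin A-EGFP minigene reporter cells. Compound incubation 48 hrs at 37 °C in Opti-MEM with 2% FBS; DMSO 0.5% final.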
SMN2 splice enh: qHTS Assay for Enhancers of SMN2 Splice Variant Expression; Potency, µM (top dose mostly 46.1 µM), inactives show at the top dose activity change, positive = activation, most hits filed as activators; HEK293 SMN2-luciferase splicing reporter, luminescence, 30-36 h; 2.8% of 210,000 active; note: % of control where 0% means no effect; nearly all actives have a fitted effect of over 55% in size
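HEK293 cells carry an SMN2 minigene-luciferase reporter in which exon 7 inclusion puts luciferase in frame. Cells were seeded at 2000 cells/well, attached for 10-12 hours, then exposed to compounds for 30-36 hours at 37C before ONE-Glo luminescence.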
TRb-SRC2 inh: qHTS for Inhibitors of the Interaction of Thyroid Hormone Receptor and Steroid Receptor Coregulator 2; Thyroid hormone receptor beta (Homo sapiens), P10828; TRbeta-SRC2 peptide binding, fluorescence polarization; receptor liganded with 1 µM T3; Potency, µM (series often up to 106 µM), inactives show at the top dose activity change, negative = inhibition, most hits filed as inhibitors; 0.065% of 280,000 active;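 note: plate controls were bound peptide for no effect and peptide without receptor for full effect; nearly all actives have a fitted effect of over 50% in size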
Target sequence (P10828 whole entry, looked up): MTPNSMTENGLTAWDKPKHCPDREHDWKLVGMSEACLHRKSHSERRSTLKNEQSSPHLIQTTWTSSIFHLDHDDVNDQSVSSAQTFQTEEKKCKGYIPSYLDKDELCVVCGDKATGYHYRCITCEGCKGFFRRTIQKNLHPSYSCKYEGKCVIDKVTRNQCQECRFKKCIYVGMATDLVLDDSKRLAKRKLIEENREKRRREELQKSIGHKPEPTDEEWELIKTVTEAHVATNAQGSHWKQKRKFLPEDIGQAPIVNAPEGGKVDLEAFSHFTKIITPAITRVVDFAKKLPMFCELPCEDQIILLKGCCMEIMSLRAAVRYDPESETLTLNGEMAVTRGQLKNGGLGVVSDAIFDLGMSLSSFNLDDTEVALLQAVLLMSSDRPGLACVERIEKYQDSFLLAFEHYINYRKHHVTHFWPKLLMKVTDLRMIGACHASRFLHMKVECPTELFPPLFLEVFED
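Assay buffer: 20 mM Tris-HCl, 100 mM NaCl, 10% glycerol, 1 mM EDTA, 0.01% NP-40, 1 mM DTT, 1 uM T3, 5% DMSO; TRb LBD 0.6 uM, Texas Red SRC2 20 nM; FP after 5 hr.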
Active calls of the source: *; i = inactive; ? = inconclusive; / = not tested or not shown; & = joins results of further samples; [ ] = remark or other dose. Unless noted, calls come from the whole dose curve; as a rule, active = well fitted curve in the direction sought with a large enough effect; inconclusive = small, poorly fitted or top-dose-only effect, or another doubt; inactive = no such curve, though single readings can be large; an effect the other way counts as inactive or inconclusive. Potency is the fitted concentration of half-maximal effect.

Second line of a record: JMJD2E inh	TexasRed fluor	GoLoco inh red	ALDH1A1 block	RECQ1 inh	Lamin A splicing	SMN2 splice enh	TRb-SRC2 inh
> COc1ccc(S(=O)(=O)N(C)CC(=O)N2CCC(C(N)=O)CC2)cc1
  12%	-4%	6%	0%	-7%	1%	?	-3%
> CNC(=S)N1N=C(c2ccc(OC)cc2)CC1c1ccc(N(C)C)cc1 (configuration not stated)
  -30%	-2%	6%	-13%	?	13%	-4%	-19%
> Cn1cccc1Cc1nnc(SCC(=O)Nc2cccc(F)c2)n1CCc1ccccc1
  -1%	0%	-1%	?	-2%	-4%	-1%	2%
> CC1Cc2ccccc2C(=O)N1 (configuration not stated)
  10%	0%	-2%	2%	-1%	-2%	/	-7%
> Cc1ccc(S(=O)(=O)NCCCNC(=O)c2ccccc2)cc1
  1%	-1%	-6%	13µM*	-16%	-9%	12%	-21%
> CCOC(=O)C1CSC(CC(=O)Nc2ccc(Cl)cc2)C(=O)N1 (configuration not stated)
  2%	-2%	1%	?	-2%	-1%	11%	-9%
> O=C(CNC(=O)c1ccccc1Cl)OCC(=O)N1CCc2ccccc21
  3%	-1%	5%	7%	-6%	/	6%	-2%
> COc1ccc(NC(=O)CCSCCc2ccccn2)cc1OC
  2%	-1%	12%	-4%	-2%	/	-8%	-3%
> Cn1cnnc1SCC(=O)Nc1ccc2nc(SCc3ccccc3Cl)sc2c1
  3%	-7%	9%	25µM*	-5%	-12%	-13%	1%
> COc1ccc(NC(=O)C(Cc2ccccc2)n2cccc2)cc1OC (configuration not stated)
  0%	0%&-14%	-5%	/	0%	/	-9%	10%&1%
> CCOC(=O)NC(=O)C(=CNc1ccccc1OC)C(=O)NC(=O)OCC
  0%	-4%	3%	12%	-6%	1%	2%	-9%
> COc1ccc(Cl)cc1C(=O)Nc1ccccc1N1CCN(C)CC1
  12%	-1%	2%	8%	-10%	-4%	?	3%
> COc1ccc(N2C(=O)C3CCCN3C2c2ccc(F)cc2)cc1Cl (configuration not stated)
  6%	2%	-5%	5%	-2%	-6%	3%	4%
> CNC(=S)N(Cc1ccc(Cl)cc1)Cc1cccs1
  -5%	-2%	-7%	3%	i	/	/	-6%
> CCSc1nc2ccccc2n1C(=O)c1ccc(S(=O)(=O)N2CCCCC2)cc1
  4%	1%	5%	?	-1%	1%	-5%	9%
> O=C(O)CCSc1nnnn1-c1ccccc1
  5%	3%	/	-2%	i	4%	/	1%
> O=C(CNC(=O)c1ccco1)NCC(=O)OCc1ccc(Cl)cc1
  -4%	-1%	-7%	-2%	-1%	1%	-3%	0%
> COCc1nc2ccccc2n1Cc1ccccc1Br
  0%	-1%	-5%	?	-15%	3%	-25%	7%
> COc1cc(S(=O)(=O)Nc2ncccc2C)c(OC)cc1Cl
  5%	0%	-12%	6%	0%	3%	?	1%
> COc1ccc(N=C2S/C(=C\c3ccc(C)s3)C(=O)N2CC(C)C)cc1
  5%	0%	3%	?	14%	-12%	0%	-1%

Carrying on.
Second line of a record: JMJD2E inh	TexasRed fluor	GoLoco inh red	ALDH1A1 block	RECQ1 inh	Lamin A splicing	SMN2 splice enh	TRb-SRC2 inh
> O=C(Nc1ccc(OC(F)(F)F)cc1)c1cnc2n(c1=O)CCS2
  -4%	-1%	-4%	8%	-7%	-9%	-55%[inhibitor]	-7%
> Cc1nnc(SCCCCSc2nnc(C)c(=O)[nH]2)[nH]c1=O
  -3%	-1%	14%	-10%	6%	/	-18%	1%
> CC(C)C(NC(=O)CNC(=O)OC(C)(C)C)C(=O)NCc1ccc(Cl)cc1 (configuration not stated)
  4%	-3%	3%	6%	-1%	-1%[46 µM]	-5%	-5%
> COc1ccc(OCC(=O)N/N=C(\C)c2cccs2)cc1
  3%	-5%	13%	/	-10%	/	/	-2%
> NC(=O)c1cccc(N=Cc2cc(Cl)cc(Cl)c2O)c1
  -9%	-5%	16%	18%	i	/	2%	-5%
> COc1ccccc1N/C(=N/S(=O)(=O)c1ccc(C)cc1)c1ccc(Cl)cc1
  6%	-2%	7%	?	i	0%	-4%	1%
> Cc1c(Cl)cccc1NC(=S)N(CCN(C)C)C(C)c1ccco1 (configuration not stated)
  -18%	-1%	5%	/	-2%	/	/	12%
> CC1CCN(C(=S)c2cn(Cc3cccc(F)c3)c3ccccc23)CC1
  1%	-2%	9%	?	0%	?	-27%	1%
> CCOC(=O)Nc1cc(C)ccc1OC
  0%	-4%	17%	7%	-10%	9%	9%	-5%
> S=C(c1ccc(-c2ccccc2Cl)o1)N1CCOCC1
  -2%	2%	-3%	7.9µM*	3%	13%	32µM*	-1%
> CCCCCC(O)CCC(=O)NNC1=CC(=O)CC(C)(C)C1 (configuration not stated)
  ?	0%	0%	2%	i	/	17%	5%
> CC(C)(C)c1ccc(NC(=S)NCc2cccs2)cc1
  4%	1%	12%	-1%	-8%	?	-12%	2%
> COc1ccc(C(=O)CSc2nccc(=O)[nH]2)cc1
  3%	-5%	9%	-7%	i	9%	-3%	5%
> Cc1ccc(S(=O)(=O)N2CCC(C(=O)NNC(=O)c3ccc(F)cc3)CC2)cc1
  2%	-1%	3%	2%	i	13%[46 µM]	22%	0%
> O=C(Nc1ccc2c(c1)OCCO2)c1coc2ccccc2c1=O
  -29%	?	3%	?	-14%	-5%	9%	0%
> CCCS(=O)(=O)Nc1ccc2cn[nH]c2c1
  -5%	-1%	8%	5%	-3%	/	-3%	-2%
> Cc1ccc(COn2c(-c3ccc(Cl)cc3)nc3ccc([N+](=O)[O-])cc32)cc1
  4%	-2%	13%	?	i	8%	?	-10%
> COc1ccc(NC(=O)C2C(=O)N(C)C3(C)CC2c2ccccc2O3)cc1 (configuration not stated)
  -8%	-5%	/	-4%	-2%	5%	/	9%
> CCCCCCC(C)n1[nH]c(=O)c2c(C)cc(=O)[nH]c21 (configuration not stated)
  3%	1%	-1%	7%	-6%	-15%	-103%[inhibitor]	10%
> O=C(O)c1ccc(Cn2cnc3sc4c(c3c2=O)CCCC4)cc1
  -3%	-4%	7%	0%	i	9%[46 µM]	15%	-10%

The list goes on:
Second line of a record: JMJD2E inh	TexasRed fluor	GoLoco inh red	ALDH1A1 block	RECQ1 inh	Lamin A splicing	SMN2 splice enh	TRb-SRC2 inh
> COCC(=O)N=Nc1c(O)[nH]c2ccccc12
  -5%	-3%	-12%	12%	10%	?	16%	4%
> O=C(COc1ccccc1C(=O)NCC1CCCO1)Nc1ccc(Cl)cc1Cl (configuration not stated)
  -14%	-1%	10%	-6%	i	?	-9%	-7%
> Cc1ccc(-c2nnc3n2CCCCC3)cc1
  1%	0%	1%	-10%	0%	-5%	-1%	-10%
> Cc1cccc(/C=N/c2sc3c(c2C(=O)OC(C)(C)C)CCN(C)C3)c1O
  -22%	4%	7%	-1%	-7%	-3%	8%	-3%
> O=C1CC(SCc2nc3ccccc3[nH]2)C(=O)N1c1cccc(F)c1 (configuration not stated)
  ?	8%	20%	13µM*	i	21%	/	-9%
> S=C(NCc1ccccc1)NC1CCCc2ccccc21 (configuration not stated)
  12%	-3%	3%	?	-9%	-18%[46 µM]	27%	3%
> Cc1cc(NC(=O)CCC(=O)N(c2ccc(F)cc2)C(C(=O)NC2CCCC2)c2ccc(C)o2)no1 (configuration not stated)
  6%	1%	19%	-9%	-5%	/	/	9%
> CCN(CCCNC(=O)CCc1nc(-c2ccc(C)cc2)no1)c1cccc(C)c1
  -5%	-2%	-8%	?	-15%	?	8%	3%
> COc1ccc(N2CCN(CC(=O)Nc3cccc(S(=O)(=O)N4CCOCC4)c3)CC2)cc1
  -7%	8%	-16%	?	6%	?	-39%[inhibitor]	7%
> N#Cc1c(NC(=O)c2cc(C3CC3)on2)sc2c1CCC2
  3%	-4%	2%	?	-4%	?	0%	0%
> S=C(NCCc1ccccc1)Nc1c(Cl)cccc1Cl
  11%	-7%	1%	/	-1%	/	/	7%
> COc1ccccc1-c1ccc2ncnc(N(C)C)c2c1
  2%	-4%	-1%	-8%	-1%	?	-8%	5%
> O=C(C1CCCCC1)N1CCN(c2ccccc2F)CC1
  -5%	-1%	5%	-1%	-4%	-5%	-7%	-10%
> Cc1ccc(Nc2c(-c3ccc(C)o3)nc3ncccn23)cc1
  -6%	-2%	-2%	/	-9%	/	/	2%
> CCOc1nc(N2CCCCC2)nc(-n2cc(-c3ccccc3)nn2)n1
  2%	0%	15%	?	i	-1%	-17%	5%
> COc1cc(S(=O)(=O)Nc2cccnc2)ccc1F
  4%	-1%	1%	11%	-7%	-4%	-15%	-14%
> Cc1nc(-c2cccc(S(=O)(=O)N3CCCCCC3)c2)cs1
  1%	2%	4%	-8%	i	-5%	-18%	0%
> CCCOc1ccc(Cc2c(Cl)nc(SC)nc2NC)cc1
  -5%	-2%	1%	8%	-9%	?	-75%[inhibitor]	-6%
> O=C(c1ccc(Cl)cc1)C1CCCN(C(=O)/C=C/c2ccccn2)C1 (configuration not stated)
  11%	1%	9%	?	-7%	?	/	3%
> Cc1ccc(NS(=O)(=O)c2ccc(NC(=O)C(C)Sc3ccc(Cl)cc3)cc2)c(C)c1 (configuration not stated)
  -10%	-2%	-6%	-12%	-13%	?	-26%	-1%

The list is partial (hit frequency here may not be typical).
